# 697 NFkB inh = inhibitors of PMA/ionomycin-induced NF-kB reporter, 697 cells, primary screen, B-cell NF-kB inhibitor project, cell-based, luminescence, uHTS; 697 B-cell NF-kB luciferase reporter, 16 h; inhibition, % at 4 µM; 0.33% of 330,000 active; in the data active = inhibition above about 35%
# tim10-1 inh = growth inhibitors of tim10-1 mutant yeast, primary screen, luminescence, uHTS. AID 463190, 2010. 2.2% of 330,000 active. S. cerevisiae tim10-1 ts strain growth, BacTiter-Glo, 24 h. inhibition, % at 20 µM;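 active = inhibition of at least 40%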;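 also: mutant grown at 25 °C; 0% = DMSO wells with yeast and 100% = wells holding no yeast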
# Jurkat NFkB inh = inhibitors of induced NF-kB luciferase reporter, primary screen, TCR NF-kB activation inhibitor project, cell-based, luminescence, uHTS | Jurkat, PMA/ionomycin-induced NF-kB luciferase reporter | inhibition, % at 4 µM | 0.53% of 330,000 active | AID 435003, 2010; in the data active = inhibition above about 50%
# Mdm2 MdmX PPI = inhibitors of human Mdm2-MdmX association, primary screen, cell-based, luminescence, split luciferase, SaOS-2, uHTS; Protein Mdm4 (Homo sapiens) + E3 ubiquitin-protein ligase Mdm2 (Homo sapiens), …; SaOS-2 split-luciferase Mdm2/MdmX complementation; inhibition, % at 8 µM; 3% of 330,000 active; AID 485346, 2010;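 active = inhibition of at least 50% at 8 µM in the primary screen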
# Target sequence (O15151 whole entry, looked up): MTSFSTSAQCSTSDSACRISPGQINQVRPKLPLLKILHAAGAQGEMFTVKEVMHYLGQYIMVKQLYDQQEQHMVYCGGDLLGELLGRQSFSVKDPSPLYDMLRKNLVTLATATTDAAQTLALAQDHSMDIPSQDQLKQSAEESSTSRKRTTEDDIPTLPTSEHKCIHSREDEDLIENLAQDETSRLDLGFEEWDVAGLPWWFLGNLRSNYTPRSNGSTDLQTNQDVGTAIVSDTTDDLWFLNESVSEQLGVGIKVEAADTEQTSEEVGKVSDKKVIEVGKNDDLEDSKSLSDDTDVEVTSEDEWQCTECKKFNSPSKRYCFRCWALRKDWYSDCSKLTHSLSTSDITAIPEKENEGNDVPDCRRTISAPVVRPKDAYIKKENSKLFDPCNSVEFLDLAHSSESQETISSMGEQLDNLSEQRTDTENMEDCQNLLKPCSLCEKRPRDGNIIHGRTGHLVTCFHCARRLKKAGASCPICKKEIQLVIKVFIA
# Target sequence (Q00987 whole entry, looked up): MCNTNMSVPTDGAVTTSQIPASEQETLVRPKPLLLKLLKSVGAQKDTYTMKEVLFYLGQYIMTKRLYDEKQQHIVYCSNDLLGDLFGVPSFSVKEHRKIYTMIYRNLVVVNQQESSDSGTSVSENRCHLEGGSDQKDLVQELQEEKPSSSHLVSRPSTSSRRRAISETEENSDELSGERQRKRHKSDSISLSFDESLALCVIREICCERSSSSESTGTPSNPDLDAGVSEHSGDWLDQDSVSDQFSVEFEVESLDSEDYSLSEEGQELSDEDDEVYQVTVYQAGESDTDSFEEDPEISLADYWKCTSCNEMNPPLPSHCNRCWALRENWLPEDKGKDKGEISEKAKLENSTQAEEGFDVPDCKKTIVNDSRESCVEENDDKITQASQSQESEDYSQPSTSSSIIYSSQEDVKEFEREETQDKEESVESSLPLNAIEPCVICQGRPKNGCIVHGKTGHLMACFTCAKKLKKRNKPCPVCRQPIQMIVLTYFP
# tim23-1 inh = growth inhibitors of tim23-1 mutant yeast, primary screen, luminescence, uHTS. S. cerevisiae tim23-1 growth, BacTiter-Glo luminescence, 24 h. inhibition, % at 20 µM. 1.3% of 330,000 active;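 active = growth inhibition of the mutant yeast at or above 50%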;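 also: temperature-sensitive mutant grown at 25 °C; plate controls were DMSO-treated mutant yeast for no effect and medium wells lacking yeast for full effect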
# TIM10 inh = growth inhibitors of isogenic TIM10 control yeast, primary screen, counter-screen for tim10-1 yeast inhibitor project, luminescence, uHTS. AID 463195, 2010. 1.4% of 330,000 active. inhibition, % at 10 µM. S. cerevisiae TIM10 strain growth, BacTiter-Glo luminescence, 24 h;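 active = inhibition of 40% or more at the single tested concentration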;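 also: wild-type TIM10 isogenic control strain grown at permissive 25 °C; 0% = DMSO yeast wells and 100% = minimal medium wells without yeast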
# UPR CHOP act = activators of apoptotic CHOP UPR arm, primary screen, cell-based, CHO-CHOP luciferase reporter, luminescence, uHTS. UPR activation; percent of tunicamycin response over DMSO baseline. activation, % at 10 µM. 0.34% of 330,000 active;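 active = at 10 µM dose, activation of 40% or more, normalized to positive control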;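 also: 100% = tunicamycin at 10 µg/mL and 0% = DMSO alone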
#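 System: CHO-CHOP luciferase reporter cell line | Buffer or medium: F12 medium containing 10% fetal bovine serum | Doses: One dose, 10 µM in 0.5% DMSO | Times: 6 h compound exposure at 37 °C after overnight seeding | Signal: Luciferase luminescence | Read-out: % activation vs tunicamycin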
# XBP1 UPR activ = activators of adaptive XBP1 UPR arm, primary screen, cell-based, CHO-XBP1 luciferase reporter, luminescence, uHTS; IRE1-XBP1 UPR activation; percent of tunicamycin response, DMSO as zero; activation, % at 20 µM; 0.33% of 330,000 active;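 active = versus positive control, 20 µM dose yields 30% or more activation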;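 also: 100% = tunicamycin at 10 µg/mL and 0% = DMSO only wells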
#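 Assay system: IRE1-XBP1 luciferase reporter CHO line. Input: 1000 cells/well. Buffer or medium: F12 with 10% serum. Doses: 20 µM, 1% DMSO. Times: overnight seeding at 37 °C, 6 h compound treatment at 37 °C. Technique: Steady-Glo luciferase glow luminescence, 10 min after reagent addition.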
# Starred values were filed as active, the others as inactive; nt = not tested or not shown.
SMILES,697 NFkB inh,tim10-1 inh,Jurkat NFkB inh,Mdm2 MdmX PPI,tim23-1 inh,TIM10 inh,UPR CHOP act,XBP1 UPR activ
Cc1nc(Cl)c2oc3ccccc3c2n1,-1,1,-4,29,1,2,0.5,0
O=c1nc(N2CCOCC2)ccn1-c1nc(-c2ccccc2)oc1-c1ccccc1,-11,-2,-15,-19,-1,1,0.8,0
CCn1c(=O)c(C(=O)CN(C)Cc2ccc(F)cc2)c(N)n(Cc2ccccc2)c1=O,-6,0,-7,14,22,-4,-2.5,-2
Cc1cccc(C(=O)NC2CCN(CC(=O)Nc3ccc4c(c3)OCO4)CC2)c1,-1,-41,-2,13,-90,-33,-0.1,-6
CC(CNC(=O)c1ccccc1Cl)NC(=O)c1ccccc1Cl (stereo not drawn),-3,-3,-5,22,4,-6,-1.7,-2
CCCC(=O)N/C(N)=N/c1nc2ccccc2o1,-128,-5,-81,-71,23,-21,9.2,3
CC(/C=C\c1ccccc1)=C/C(=O)O,1,8,-20,8,16,15,-0.6,-2
CCCC1(CCC)NC(=O)N(CC(=O)Nc2ccc(Cl)c(S(=O)(=O)N3CCOCC3)c2)C1=O,-27,0,19,26,8,-13,0.9,-3
N#CC1(NC(=O)COC(=O)c2cccc(-n3cnnn3)c2)CCCCC1,1,-1,14,11,1,2,0.8,-1
CCc1ccc(C(O)(c2ccccc2OC)C(CN2CCOCC2)c2ccccc2)cc1 (stereo not drawn),9,18,5,44,33,23,2.9,-2
Cn1c(=O)c2c(SCc3c(F)cccc3Cl)nc(CC(C)(C)C)nc2n(C)c1=O,-36,2,-3,22,11,3,0.0,1
Cc1cc(-c2nnc(SCC(=O)Nc3ccc(S(N)(=O)=O)cc3)n2N)n[nH]1,-34,-7,-16,-4,-7,-2,1.6,-3
CSc1ncccc1C(=O)OCC(=O)N(C)C1CCS(=O)(=O)C1 (stereo not drawn),6,12,-17,-12,5,-5,-0.6,-1
O=C(O)C1C2C=CC(C2)C1C(=O)NCc1ccccc1F (stereo not drawn),18,5,10,29,3,4,-1.1,-3
C=C1c2cccc(C(F)(F)F)c2O[C@H](C(=O)OCC)[C@H]1OC,-3,5,nt,-1,32,8,1.6,1
O=C(CN1C(=O)NC2(CCCC2)C1=O)Nc1ccccc1N1CCCCC1,19,6,0,-7,17,5,1.4,-2
Cn1c(CCN2CCOCC2)nc2cc(NC(=O)COc3ccc(Cl)cc3)ccc21,-14,-6,-14,11,-13,7,-0.4,1
COc1ccc(/C=C(\NC(=O)c2ccc([N+](=O)[O-])cc2)C(=O)NCCCn2ccnc2)cc1,10,-18,-5,12,8,0,-1.6,-3
O=C(c1cncc(Br)c1)N1CCN(c2ccc(N3CCOCC3)nn2)CC1,-11,-10,10,15,-11,-4,1.7,-3
C=CCSc1nc(N)c2c(C)c(C)sc2n1,-46,18,-17,-8,26,12,-0.3,1
O=C1/C(=C/c2cccnc2)SC(=S)N1c1ccc(O)cc1,-16,6,3,29,-10,-2,0.5,-2
O=C(NC1=NCCS1)c1cccc(Br)c1,-134,14,-109,-72,20,2,5.3,1
COc1ccc2nc(C)cc(SCC(=O)NNC(=O)COc3ccccc3)c2c1,13,18,-9,-11,3,-17,-1.5,-3
O=C(CN1CCOCC1)Nc1ccc(NC(=O)c2ccccc2F)cc1,-7,-13,3,6,-1,1,1.5,-3
O=C(O)c1nccnc1C(=O)Nc1ccccc1N1CCOCC1,12,-7,-18,-22,4,-16,-0.4,-1
Oc1ccc(/C=N/N2CCCCC2)c(O)c1O,9,-19,-10,4,26,12,2.0,3
C=CCNC(=O)/C(C#N)=C/c1c(N2CC(C)OC(C)C2)nc2ccccn2c1=O (stereo not drawn),5,4,-2,13,3,9,-0.8,1
Cc1nnc(NC(=O)c2ccc(S(=O)(=O)N3CC(C)OC(C)C3)cc2)o1 (stereo not drawn),13,2,-10,2,-6,-1,-0.8,-4
Cn1nnnc1SCC1=C(C(=O)O)N2C(=O)[C@@H](NC(=O)[C@H](O)c3ccccc3)[C@H]2SC1,1,12,6,10,-7,10,-0.1,-9
CCc1nnc(NC(=O)OCc2ccccc2)s1,0,15,-9,-10,11,4,1.7,0
CC(Oc1ccc(Cl)cc1Cl)C(=O)Nc1ccc(OCC(=O)O)cc1 (stereo not drawn),8,12,5,-26,3,1,-1.1,-4
O=C(CSc1ccc([N+](=O)[O-])cc1)Nc1cccc(S(=O)(=O)Nc2ccccc2F)c1,8,14,-12,11,-1,-1,-1.3,0
Oc1[nH]c2ccccc2c1/C=N/c1nccs1,-51,-3,-45,-19,-6,2,3.3,2
CC(=O)c1ccc(N2CCN(S(=O)(=O)c3c(C(=O)N4CCCC4)c(C)n(C)c3C)CC2)cc1,-2,-8,-9,17,-16,5,2.5,-4
CCOC(=O)c1cnc2cc(-c3ccc(Cl)cc3)nn2c1N,-152,-4,-108,-12,12,-17,4.0,0
COC(=O)c1ccc(-c2nc3ccc(C)cc3o2)cc1,-123,12,27,-12,14,20,2.0,2
CC1CC(C)CN(c2ccc(C(=O)NCc3ccc4c(c3)OCO4)cc2[N+](=O)[O-])C1 (stereo not drawn),-4,7,7,5,12,1,1.1,0
Cn1nc(C(F)(F)F)c(C(=O)Nc2ccc(C(F)(F)F)cc2)c1Cl,12,29,-5,12,39,19,9.3,-2
N#CC1=C(N)N(c2ccccc2)C(c2ccco2)C1(C#N)C#N (stereo not drawn),23,24,8,15,12,16,0.8,5
CCN(CC)C(=O)N1CCN(S(=O)(=O)c2ccc(C)cc2)CC1,6,15,12,20,14,2,1.0,-2
c1ccc(CN2CCN(c3nc4ccccc4s3)CC2)cc1,-139,-11,-110,-214,14,-4,5.8,3
N#CCCN1CCN(Cn2c3ccccc3c3ccccc32)CC1,-15,7,-21,-3,18,3,-1.5,2
CN(c1ccccc1)S(=O)(=O)c1ccc2ccccc2c1,-9,0,4,15,31,-20,1.3,-2
O=C(COc1ccc(F)cc1)N(Cc1ccco1)C1CCS(=O)(=O)C1 (stereo not drawn),-6,-5,-1,3,4,8,3.1,-2
O=C1NC2(CCCCCC2)C(=O)N1Cc1cccc([N+](=O)[O-])c1,-5,22,-5,-1,24,-7,-0.1,-4
COC(=O)Oc1cncc(C(=O)O)c1,11,6,12,16,6,-3,-2.3,1
CC(C)(C)c1ccc(/C=C/C(=O)NCCCn2ccnc2)cc1,-11,-1,-7,-25,5,10,3.2,4
Cc1ccc(-n2nc(C)c3c(C)c(CCC(=O)NCCCOC(C)C)c(C)nc32)cc1,1,26,25,26,20,3,2.3,-6
CCN1CCN(C(=O)C2CCN(c3nnc(-n4c(C)ccc4C)s3)CC2)CC1,7,-10,15,28,-7,10,-1.3,-2
S=c1[nH]nc(-c2cccc(Cl)c2)n1/N=C/c1ccc(-c2ccccc2Br)o1,0,21,-6,43,2,-11,-0.8,0
COc1ccc(Br)cc1CNC(=O)Cc1c(C(=O)O)[nH]c2ccc(Cl)cc12,12,14,0,3,4,12,0.2,-4
Clc1cc(Br)ccc1OCCOCCN1CCCC1,-30,-10,-66,22,17,-5,4.4,-4
Cn1c(SCC(=O)NC(=O)Cc2ccccc2)nnc1-c1ccc(F)cc1,21,-8,7,18,-6,-4,-1.0,-2
CCOC(=O)[C@@H]1[C@H]2COc3ccccc3[C@H]2N2C(=O)N(c3ccccc3)C(=O)[C@]12C,5,34,3,2,28,7,0.0,-3
CCCOc1ccc(C(=O)N2CCCC2C(=O)O)cc1 (stereo not drawn),2,-27,-5,10,-9,-10,-0.8,2
CCOc1ccccc1NC(=S)N1CCN(c2nc(-c3cccc(OC)c3)cs2)CC1,-2,25,-6,18,15,21,-0.2,1
COc1ccc(-c2cc3ccccc3oc2=O)cc1NC(=O)c1ccc(Br)o1,-90,-20,-54,59*,-25,-2,2.8,8
Nc1ccc2nc3c(=O)[nH]c(=S)[nH]c3nc2c1,-9,-1,-6,-15,-10,-11,3.1,0
Nc1ncnc2c1nc(Br)n2[C@@H]1O[C@@H]2COP(=O)(O)O[C@H]2[C@H]1O,28,3,-1,15,-18,0,-1.9,-4
O=C(CSc1ncc(C(F)(F)F)cc1Cl)N1CCNC1=O,-2,2,-2,31,8,-1,0.8,0
COc1ccc(/C=N/NC(=O)c2cc[n+]([O-])cc2)cc1OC,10,-15,6,6,2,4,0.7,0
COc1ccc(S(=O)(=O)N/N=C\c2ccc(OC)c(COc3ccc(C)cc3[N+](=O)[O-])c2)cc1,28,4,7,7,-18,-4,0.4,-2

# Mdm2 MdmX PPI: hit marks shown above.
canonical_smiles	697 NFkB inh	Jurkat NFkB inh	Mdm2 MdmX PPI
COc1ccc(-c2cc3ccccc3oc2=O)cc1NC(=O)c1ccc(Br)o1	-90	-54	59*

# Among those listed so far, these contain a Cl atom:
SMILES,697 NFkB inh,tim10-1 inh,Jurkat NFkB inh,Mdm2 MdmX PPI,tim23-1 inh,TIM10 inh,UPR CHOP act,XBP1 UPR activ
Cc1nc(Cl)c2oc3ccccc3c2n1,-1,1,-4,29,1,2,0.5,0
CC(CNC(=O)c1ccccc1Cl)NC(=O)c1ccccc1Cl (stereo not drawn),-3,-3,-5,22,4,-6,-1.7,-2
CCCC1(CCC)NC(=O)N(CC(=O)Nc2ccc(Cl)c(S(=O)(=O)N3CCOCC3)c2)C1=O,-27,0,19,26,8,-13,0.9,-3
Cn1c(=O)c2c(SCc3c(F)cccc3Cl)nc(CC(C)(C)C)nc2n(C)c1=O,-36,2,-3,22,11,3,0.0,1
Cn1c(CCN2CCOCC2)nc2cc(NC(=O)COc3ccc(Cl)cc3)ccc21,-14,-6,-14,11,-13,7,-0.4,1
CC(Oc1ccc(Cl)cc1Cl)C(=O)Nc1ccc(OCC(=O)O)cc1 (stereo not drawn),8,12,5,-26,3,1,-1.1,-4
CCOC(=O)c1cnc2cc(-c3ccc(Cl)cc3)nn2c1N,-152,-4,-108,-12,12,-17,4.0,0
Cn1nc(C(F)(F)F)c(C(=O)Nc2ccc(C(F)(F)F)cc2)c1Cl,12,29,-5,12,39,19,9.3,-2
S=c1[nH]nc(-c2cccc(Cl)c2)n1/N=C/c1ccc(-c2ccccc2Br)o1,0,21,-6,43,2,-11,-0.8,0
COc1ccc(Br)cc1CNC(=O)Cc1c(C(=O)O)[nH]c2ccc(Cl)cc12,12,14,0,3,4,12,0.2,-4
Clc1cc(Br)ccc1OCCOCCN1CCCC1,-30,-10,-66,22,17,-5,4.4,-4
O=C(CSc1ncc(C(F)(F)F)cc1Cl)N1CCNC1=O,-2,2,-2,31,8,-1,0.8,0

# Screening results (PubChem)
